From PubChem BioAssay
D1 potentiator: human D1 dopamine receptor positive modulation. potentiation, % at 10 µM. HEK293 TREx D1 cells, calcium flux, dopamine EC20 potentiation. P21728. actives 0.036% (n = 360,000); in the data active = potentiation above about 30%; also: 0% is about no effect
Target sequence (P21728 whole entry, looked up): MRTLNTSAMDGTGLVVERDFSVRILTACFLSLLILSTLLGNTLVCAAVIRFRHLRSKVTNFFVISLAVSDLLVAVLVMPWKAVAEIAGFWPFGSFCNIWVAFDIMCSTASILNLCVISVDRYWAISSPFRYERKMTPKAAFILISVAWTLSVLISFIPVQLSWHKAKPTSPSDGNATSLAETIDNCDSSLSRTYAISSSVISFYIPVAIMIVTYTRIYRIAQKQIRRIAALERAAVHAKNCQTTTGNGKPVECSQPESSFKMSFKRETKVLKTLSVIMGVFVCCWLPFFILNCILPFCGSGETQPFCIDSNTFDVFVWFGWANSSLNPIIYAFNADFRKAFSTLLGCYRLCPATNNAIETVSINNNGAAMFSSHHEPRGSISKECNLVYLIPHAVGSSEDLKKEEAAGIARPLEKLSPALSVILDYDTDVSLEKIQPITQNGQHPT
RXFP1 agonist: RXFP1 (human) receptor agonism. Potency, µM (top dose mostly 57.5 µM), without a hit: at the highest dose activation, actives largely listed as activators. HEK293T-RXFP1 cAMP TR-FRET, 30 min; response scale: percent of porcine relaxin response, buffer zero. actives 0.3% (n = 370,000). AID 2676; active = well fitted activation curve with a large enough effect; inconclusive = small, poorly fitted or top-dose-only effect; also: potency is read from the fitted curve at half-maximal effect; % is scaled to controls: 0 for no effect and ±100 for the full control effect; nearly all actives have a fitted effect of over 60% in size; many of its hits are not listed in these tables
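Agonist response is measured as cAMP accumulation in an RXFP1-transfected HEK293T line under PDE4 inhibition. Values are scaled between buffer-only and 29 nM porcine relaxin, and EC50s come from standard Hill equation fits.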
D1 antag: antagonists of human D1 dopamine receptor. P21728. HEK293 TREx D1 cells, calcium flux, dopamine EC80; stronger effect = lower value. activity change, negative = inhibition, % at 10 µM. actives 3.2% (n = 360,000); in the data active = activity change below about -30%; also: % is scaled to controls: 0 for no effect and ±100 for the full control effect
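Cells carrying a force-coupled, tetracycline-inducible human D1 receptor report calcium flux. Each well gets a 10 s baseline, compound with 180 s monitoring, then an EC80 dopamine stimulus with a second 180 s kinetic read.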
D1 ag: agonists of human D1 dopamine receptor; activation, % at 2 µM; HEK293 T-REx D1 cells, calcium flux, agonist mode; actives 1% (n = 360,000); P21728; in the data active = activation above about 30%; also: 0% is about no effect
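Agonism was scored from calcium flux recorded over 180 s (1 read/s) after pintool compound addition, following a 10-cycle baseline. Cells were inducible force-coupled HEK293 TREx D1, plated overnight at 30 C and loaded with no-wash calcium dye.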
D2 ag: agonists of human D2 dopamine receptor; HEK293 T-REx D2 cells, calcium flux agonist mode; activation, % at 2 µM; actives 0.53% (n = 340,000); AID 485358;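 active = activation over 3 SD above normal in the single-dose calcium agonist read, cut at about 30% in these data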; also: 0% is about no effect
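Tetracycline-induced HEK293 Trex cells with D2 receptor force-coupled to calcium signaling, plated overnight at 30 C and loaded with no-wash calcium dye. Calcium flux read kinetically for 180 s after compound addition; responses flag agonists.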
D2 antag: antagonists of human D2 dopamine receptor; actives 2% (n = 340,000); P14416; AID 485344; inhibition, % at 10 µM; HEK293 TREx D2 cells, calcium flux, dopamine EC80; in the data active = inhibition above about 30%; also: 0% is about no effect
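Measurement of antagonist activity uses fluorescent calcium dye in inducible HEK293 T-REx D2 cells: 10 s baseline, compound addition with 180 s read, EC80 dopamine addition with a further 180 s read.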
RXFP1 antag: antagonists of human relaxin receptor RXFP1; AID 1259400; actives 0.59% (n = 350,000); activity change, negative = inhibition, % at 57.5 µM; Q9HBX9; HEK293-RXFP1, relaxin-stimulated cAMP HTRF, 30 min; stronger effect = lower value;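 active = activity change of -60% or lower, but not beyond a set lower limit; inconclusive = change between -60% and -40%, or beyond the set limit; inactive = change above -40%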; also: % is scaled to controls: 0 for no effect and ±100 for the full control effect
TRHR enhancer: TRH receptor (human) allosteric enhancement. TRHR cells, fluo-8 calcium fluorescence, EC20 TRH enhancement. enhancement, % at 2 µM. actives 0.66% (n = 360,000); in the data active = enhancement above about 30%; also: 0% is about no effect
Target sequence (P34981 whole entry, looked up): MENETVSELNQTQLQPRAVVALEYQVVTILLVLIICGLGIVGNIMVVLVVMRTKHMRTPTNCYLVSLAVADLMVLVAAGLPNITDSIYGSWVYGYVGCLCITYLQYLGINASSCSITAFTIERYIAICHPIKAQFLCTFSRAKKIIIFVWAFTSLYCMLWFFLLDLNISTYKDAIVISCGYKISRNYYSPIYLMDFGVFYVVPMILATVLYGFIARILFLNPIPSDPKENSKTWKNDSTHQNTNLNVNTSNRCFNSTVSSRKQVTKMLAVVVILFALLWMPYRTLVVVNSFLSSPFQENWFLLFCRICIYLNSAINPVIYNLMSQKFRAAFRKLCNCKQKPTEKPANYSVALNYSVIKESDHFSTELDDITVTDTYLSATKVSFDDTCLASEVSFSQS
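TRHR-expressing cells loaded with fluo-8 calcium dye were read kinetically (ex 480/em 530) during compound addition, then stimulated with an EC20 of TRH (10 nM final). Enhancement of the Gq-mediated intracellular calcium response was scored.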
D2 PAM: positively modulates the human D2 dopamine receptor allosterically; P14416; HEK293 T-REx D2, calcium flux, EC20 dopamine potentiation; potentiation, % at 10 µM; actives 0.34% (n = 340,000);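 active = potentiation over 3 SD above the plate norm, cut at about 30% in these data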; also: 0% is about no effect
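Potentiation of an EC20 dopamine calcium response is measured in a force-coupled, tetracycline-inducible Hek293 Trex D2 line. Compound-only kinetic reads over 180 s flag agonists before dopamine addition.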
* hit, by the source's call; ? = inconclusive; . = no result given; & = joins results of further samples. Only part of the results is shown (hit frequency here may not be typical).

Screens by letter – A = D1 potentiator; B = RXFP1 agonist; C = D1 antag; D = D1 ag; E = D2 ag; F = D2 antag; G = RXFP1 antag; H = TRHR enhancer; I = D2 PAM
(1) COc1ccc(-c2noc(CCC(=O)Nc3cc(OC)ccc3OC)n2)cc1
  A: -3; B: 1.5%; C: 14; D: 2; E: -0.6; F: 0; G: -14; H: 2; I: -4
(2) Cc1c2c(nc3c(C)cccc13)OC(C)C2 (configuration not stated)
  A: -1; B: 2.4%; C: 4; D: 2; E: 23; F: 26; G: -12; H: -5; I: 5
(3) CCCCOc1ccc(C(=O)N2CCN(CCc3ccncc3)CC2)cc1
  A: 0; B: -0.6%; C: -3; D: -3; E: -1.4; F: .; G: .; H: 13; I: -1
(4) O=C(NCCCN1CCCCC1)C1CCC(=O)N1CCc1ccccc1 (configuration not stated)
  A: -1; B: 0.5%; C: 9; D: -1; E: 0.5; F: 21; G: -22; H: 0; I: -2
(5) CCO[C@@H]1OC(C(=O)N2CCN(Cc3ccccc3)CC2)=C[C@H](c2ccccc2)[C@H]1CCCO
  A: -4; B: -1.6%; C: -2; D: -6; E: 0.4; F: -9; G: .; H: -16; I: -5
(6) CCn1c(SCC(=O)c2ccccc2)nnc1-c1ccoc1C
  A: 4; B: 0.4%; C: 6; D: 3; E: -0.7; F: 3; G: 0; H: -4; I: -2
(7) O=C(NCc1ccc(F)cc1)c1cc(S(=O)(=O)N2CCCCC2)ccc1N1CCOCC1
  A: 5; B: 0.7%; C: 8; D: -1; E: -0.3; F: 22; G: -12; H: -8; I: -6
(8) CCOC(=O)N1CCN(c2nc(C)cc(C(F)(F)F)n2)CC1
  A: -2; B: 2.0%; C: -3; D: 1; E: .; F: .; G: -13; H: -12; I: .
(9) Cc1nnc(NCc2ccccc2)c2c1nnn2Cc1ccccc1Cl
  A: 2; B: 7.4%; C: -2; D: 1; E: 0.1; F: .; G: -9; H: -1; I: .
(10) CCC(C)NC(=O)[C@H]1N2C(=O)c3c(ccc(OC)c3OC)C2SC1(C)C (some centres not stated)
  A: 1; B: 0.6%; C: 5; D: 0; E: 0.0; F: -18; G: 7; H: -12; I: 3
(11) O=c1cc(-c2ccc(O)c(O)c2)oc2c(C3O[C@H](CO)[C@@H](O)[C@H](O)[C@H]3O)c(O)cc(O)c12 (some centres not stated)
  A: -4; B: 2.7%; C: 32; D: 0; E: -1.0; F: -3; G: .; H: -4; I: -2
(12) COc1ccc(C2c3c(-c4ccccc4O)n[nH]c3C(=O)N2CCc2ccc(OC)c(OC)c2)cc1 (configuration not stated)
  A: 3; B: -2.1%; C: -2; D: 2; E: .; F: .; G: -15; H: 7; I: 4
(13) Cc1ccc(NC(=O)c2c(C)nc(Nc3nc4ccccc4o3)nc2C)cc1
  A: -2; B: 0.9%; C: -3; D: 1; E: -1.1; F: -4; G: -19; H: 6; I: 5
(14) Cc1cccc(C(=O)N2CCCC(N3CCN(c4ccc(F)cc4)CC3)C2)n1 (configuration not stated)
  A: -5; B: -1.5%; C: 7; D: 6; E: -0.1; F: -14; G: 14; H: 2; I: 6
(15) Cn1nc(-c2ccc(Cl)cc2)c2cc(C(=O)N3CCN(c4ccccc4)CC3)sc21
  A: -4; B: 1.6%; C: 16; D: 4; E: 0.5; F: 5; G: .; H: -3; I: -10
(16) CCc1ccc(N2Cc3ccccc3C2)cc1
  A: -2; B: -1.8%; C: 7; D: 2; E: -0.9; F: 0; G: 0; H: 5; I: -3
(17) COC(=O)c1ccc(Cn2cnc3c(sc4nc(N5CCOCC5)c5c(c43)CCCC5)c2=O)o1
  A: 9; B: 3.9%; C: 11; D: -1; E: 1.7; F: -13; G: 0; H: 1; I: .
(18) Cc1c(Cl)cnc(NC(=O)COC(=O)c2ccc([N+](=O)[O-])s2)c1Cl
  A: -5; B: 0.3%; C: 0; D: 1; E: 0.4; F: -5; G: -1; H: -1; I: -2
(19) Cn1c(=O)c2ncn(CC(=O)Nc3cc(C(F)(F)F)ccc3N3CCOCC3)c2n(C)c1=O
  A: 2; B: 4.1%; C: 20; D: 5; E: 0.6; F: -12; G: 0; H: -4; I: -2
(20) CCOCCCNC(=O)CN1C(=O)COc2ccc(S(=O)(=O)N3CCCC3)cc21
  A: 4&-2; B: 1.2%&-4.4%; C: 4&5; D: 1&-1; E: -0.7&-0.4; F: 12; G: -31; H: 0&-2; I: 4&0
(21) COc1ccc(-n2c(SCc3nc(-c4ccc(Cl)cc4)no3)nnc2-c2ccncc2)cc1
  A: -1; B: -1.0%; C: -10; D: 15; E: 3.1; F: .; G: .; H: 2; I: -1
(22) CCn1c(NCc2ccc(OC)cc2)nc2ccccc21
  A: -3&-1; B: -1.0%&-1.2%; C: 1&-1; D: 0&4; E: -1.2&0.0; F: 1; G: 1&-1; H: -2&19; I: -8&9
(23) CCOC(=O)C(c1ccccc1)N1CCN(c2ccc(OC)cc2)CC1 (configuration not stated)
  A: 3; B: 0.4%; C: 10; D: 2; E: -0.7; F: -3; G: 0; H: 17; I: 13
(24) CN1CCN(C(=O)C2CCN(S(=O)(=O)c3ccccc3[N+](=O)[O-])CC2)CC1
  A: 3; B: -3.1%; C: -14; D: 5; E: -0.2; F: 10; G: 2; H: -5; I: -16
(25) CCCC(c1nnnn1CCOC)N1CCN(c2cccc(OC)c2)CC1 (configuration not stated)
  A: 0; B: -0.7%; C: 9; D: 2; E: -0.7; F: 9; G: -2; H: -2; I: 2
(26) COc1ccc(CN2C(=O)c3cccnc3C2=O)cc1S(=O)(=O)N1CC(C)Oc2ccccc21 (configuration not stated)
  A: -2; B: ?; C: -4; D: 1; E: .; F: .; G: 3; H: 1; I: .
(27) Cc1ccc(N2CCN(S(=O)(=O)c3c(C)nc4scc(C)n4c3=O)CC2)c(C)c1
  A: -3; B: 2.4%; C: 1; D: 1; E: 0.1; F: 4; G: -29; H: -9; I: 11
(28) CCc1ccc2nc(N(Cc3cccnc3)C(=O)Cc3ccccc3)sc2c1
  A: -1; B: 2.6%; C: .; D: 3; E: 0.1; F: .; G: -9; H: 1; I: 2
(29) COc1ccc(CNC(=O)N2CCN(c3ccc(F)cc3)CC2)cc1Cl
  A: -1; B: 3.2%; C: -2; D: 10; E: 0.4; F: -12; G: 16; H: -4; I: -3
(30) CN(Cc1ccccc1)CC(O)COc1ccc(CNCc2nccn2C)cc1 (configuration not stated)
  A: -2; B: -0.6%; C: -3; D: 5; E: 0.2; F: -7; G: 10; H: 3; I: 5
(31) Cc1cc(N2CC(=O)N(CCc3ccccc3)C(=O)C2)n2ncnc2n1
  A: -8; B: 2.7%; C: -14; D: 2; E: -0.5; F: 32*; G: -4; H: 8; I: -7
(32) O=S(=O)(NCc1ccco1)c1ccc2c(c1)Cc1ccccc1-2
  A: -2; B: 0.5%; C: -8; D: 2; E: .; F: .; G: 2; H: 9; I: .
(33) Cc1cc(NC(=O)c2cccc(Oc3ccccc3)c2)n[nH]1
  A: -4; B: 1.5%; C: -20; D: 1; E: 3.7; F: -12; G: 2; H: -1; I: 74*
(34) OC(COc1ccccc1)CN1CCOCC1 (configuration not stated)
  A: 0; B: 0.3%; C: -16; D: -1; E: 0.5; F: -7; G: 2; H: 9; I: -4
(35) COc1ccc(CCC2CCNCC2)cc1
  A: -5; B: -1.1%; C: -8; D: 5; E: 1.2; F: -5; G: 6; H: 3; I: -10
(36) N#C/C(=C(/O)c1ccc(F)cc1)c1nc2ccccc2s1
  A: 1; B: 2.2%; C: 15; D: 27; E: 9.6; F: 3; G: -17; H: -3; I: 8
(37) COc1cccc(CNC(=O)c2nnn(CC(=O)Nc3c(C)cccc3C)c2N)c1
  A: -3; B: 1.4%; C: 5; D: 1; E: 0.5; F: -4; G: 14; H: 2; I: -1
(38) O=C(COC(=O)COc1ccccc1)NCCc1ccccc1
  A: 0; B: -1.5%; C: 2; D: 2; E: 0.2; F: 3; G: -16; H: -3; I: -5
(39) Cc1sc2ncnc(NCC3(N4CCOCC4)CCCCC3)c2c1C
  A: -2; B: 0.7%; C: 9; D: 3; E: 0.6; F: 2; G: -14; H: -2; I: 30*
(40) COc1cccc(CNC(=O)CN2C(=O)COc3ccc(S(=O)(=O)N4CCCC4)cc32)c1
  A: -3; B: 0.0%; C: 3; D: -1; E: 0.1; F: 9; G: 29; H: 0; I: 4
(41) COc1ccc(Nc2cc(C(=O)NCCCN(C)C3CCCCC3)c3ccccc3n2)cc1
  A: 1; B: 1.2%; C: -41*; D: 65*; E: 0.5; F: .; G: 19; H: 0; I: .
(42) COc1ccccc1C(=O)NC(CCSC)C(=O)NNC(=O)c1ccc(F)cc1 (configuration not stated)
  A: -3; B: 1.3%; C: 3; D: 2; E: 1.3; F: -17; G: -5; H: 0; I: -7
(43) O=C(N/N=C1/CCCc2ccccc21)C(c1ccccc1)c1ccccc1
  A: 0; B: 0.3%; C: 10; D: 0; E: -0.2; F: 10; G: -8; H: 2; I: -5
(44) COc1ccc(CCNC(=O)c2ccc(S(=O)(=O)N(C)c3ccccc3)cc2)cc1OC
  A: 2; B: 0.1%; C: -4; D: 3; E: 5.4; F: -8; G: -10; H: 1; I: .
(45) COc1ccc(S(=O)(=O)n2cnc(C)c2)cc1
  A: -6; B: 1.8%; C: 7; D: -1; E: -0.1; F: -10; G: -8; H: -2; I: -2

3 compounds from above, arranged by the number in D2 antag, lowest first.
No.	canonical_smiles	D1 potentiator	RXFP1 agonist	D1 antag	D1 ag	D2 antag	RXFP1 antag	TRHR enhancer	D2 PAM
33	Cc1cc(NC(=O)c2cccc(Oc3ccccc3)c2)n[nH]1	-4	1.5%	-20	1	-12	2	-1	74*
44	COc1ccc(CCNC(=O)c2ccc(S(=O)(=O)N(C)c3ccccc3)cc2)cc1OC	2	0.1%	-4	3	-8	-10	1	.
27	Cc1ccc(N2CCN(S(=O)(=O)c3c(C)nc4scc(C)n4c3=O)CC2)c(C)c1	-3	2.4%	1	1	4	-29	-9	11

Filtered by structure: those above containing a nitro group on carbon
Screens by letter – A = D1 potentiator; B = RXFP1 agonist; C = D1 antag; D = D1 ag; E = D2 ag; F = D2 antag; G = RXFP1 antag; H = TRHR enhancer; I = D2 PAM
(18) Cc1c(Cl)cnc(NC(=O)COC(=O)c2ccc([N+](=O)[O-])s2)c1Cl
  A: -5; B: 0.3%; C: 0; D: 1; E: 0.4; F: -5; G: -1; H: -1; I: -2
(24) CN1CCN(C(=O)C2CCN(S(=O)(=O)c3ccccc3[N+](=O)[O-])CC2)CC1
  A: 3; B: -3.1%; C: -14; D: 5; E: -0.2; F: 10; G: 2; H: -5; I: -16

Looked up above.
Under D1 ag, compound 38 has the entry 2
Under D1 antag, compound 26 has the entry -4
Under RXFP1 agonist, compound 32 has the entry 0.5%
